# From PubChem BioAssay
# E coli growth = E. coli V3065 growth inhibition, primary screen, counter-screen for AddAB inhibitor project, absorbance, OD600. 18 h. inhibition, % at 11.9 µM. actives 0.27% (n = 330,000);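 active = inhibition above the campaign's mean inhibition across all tested compounds plus 3 SD, cut at about 9.9% in these data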;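 note: uninfected addAB+ strain grown without phage in ampicillin broth; 0% = DMSO wells and 100% = ciprofloxacin 0.95 µg/ml wells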
# phage Ecoli inh = growth loss of phage-infected E. coli, primary screen, RecBCD inhibitor project, absorbance, with phage, HTS. inhibition, % at 11.9 µM. actives 0.26% (n = 360,000); in the data active = inhibition above about 11%
# AddAB inh = growth inhibition of E. coli expressing H. pylori AddAB, primary screen, AddAB inhibitor project, absorbance; actives 0.29% (n = 330,000); inhibition, % at 11.9 µM; AID 435030, 2010; in the data active = inhibition above about 12%;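 note: 0% = vehicle wells of infected cells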
# Mot1-301 SUMO = yeast Mot1-301 growth rescue at high temperature, primary screen, SUMOylation pathway inhibitor project, S. cerevisiae, ATP luminescence, 38.5C. S. cerevisiae Mot1-301 growth rescue; percent above DMSO median, 100 means doubled. growth rescue, % at 18.8 µM. actives 1% (n = 320,000);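 active = every valid replicate shows activation above 250% relative to neutral control wells; inactive = the rest, any valid replicate at or below 250%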;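 note: OY570 slx delta 5 strain wells were the positive control but not used for scaling; some compounds called inactive have numbers as strong as hits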
# Active calls of the source: *.
# Second line of a record – E coli growth, phage Ecoli inh, AddAB inh, Mot1-301 SUMO
> CCCCCCn1c(=O)[nH]c2nc3cc(N)ccc3nc2c1=O
  0.2, 1.7, -0.2, 0
> COc1ccc([N+](=O)[O-])cc1NS(=O)(=O)c1ccc(Cl)c(C(=O)Nc2sc3c(c2C#N)CCCCC3)c1
  2.0, 0.7, -0.3, 14
> CCCCC1=NN(C(=O)c2cccnc2)C(O)(C(F)(F)F)C1 (stereo not drawn)
  1.0, 0.3, 3.4, -1
> CCC(c1nnc(SCCNCCO)n1CCN1CCOCC1)N(C)C (stereo not drawn)
  0.3, -0.5, 0.5, -13
> CN(c1ccccc1)c1ncccn1
  -3.2, 0.4, 2.4, 255
> CCN1C(=O)C(CC(=O)Nc2ccc(Cl)cc2)N(NC(=O)c2ccncc2)C1=S (stereo not drawn)
  0.3, -3.3, 4.7, 5
> COc1ccccc1Nc1nc(NCCO)nc(N)c1[N+](=O)[O-]
  2.0, -0.8, 2.1, 4
> Cc1ccc(Cc2c(C)nc3nc(SCC(=O)NCCCN4CCCCCC4)nn3c2C)cc1
  -1.1, -0.7, 4.0, -17
> C[C@@H]1NC(=O)/C(=C\c2ccccc2Cl)NC1=O
  0.9, 2.1, 1.3, 10
> CSc1nc2nc3c(cc2c(=O)n1-c1cccc(C)c1)COC(C)(C)C3
  0.8, 1.2, -1.5, -7
> CCN(CC)C(=O)CSC(Nc1cccc(F)c1)=C(C#N)C#N
  1.3, -1.2, -1.2, 643*
> Cc1ccc(NC(=S)NC(=O)c2cncc(Br)c2)cc1Cl
  -4.2, -1.4, -0.4, 13
> COC(=O)C1=C(C(=O)OC)[C@@H]2N(C)c3ccc(OC)cc3[C@@]23C[C@@H](C(=O)OC)N(C(=O)COCc2ccccc2)C3=N1
  0.2, 3.6, 1.0, 26
> O=C(O)CS(=O)(=O)c1ccc(Oc2ccc(S(=O)(=O)CC(=O)O)cc2)cc1
  0.0, 3.9, 3.8, 57
> O=C(N/N=C\c1ccco1)c1cncc(Br)c1
  0.1, 2.9, 6.3, 16
> COc1cc2c(cc1OC)/C(=C/C(=O)N1CCOCC1)NC(C)(C)C2
  -0.1, 2.6, 1.8, 7
> Cc1ccnc(NC(=O)c2ccc(Cl)c(NC(=O)CCc3ccccc3)c2)c1
  1.3, 4.7, 0.8, 36
> CC(=O)C(Sc1ncnc2c1nnn2-c1ccc(F)cc1)C(=O)N(C)C (stereo not drawn)
  -0.8, 3.8, -3.7, -8
> CC1(C)C(C=C(Cl)Cl)C1C(=O)Nc1ccc([N+](=O)[O-])cc1 (stereo not drawn)
  4.0, 6.0, 4.3, 122
> CCSc1nnc(NC(=O)CSc2nccn2-c2cccc(C)c2C)s1
  -2.5, 0.4, 0.1, 14
> CCCN(CCC)c1nc2ccccc2nc1C(C#N)C(=O)OC(C)COC (stereo not drawn)
  0.5, 2.6, 2.2, -1
> CCCn1c(SCC(=O)N2CCCCC2)nnc1-c1ccccn1
  1.3, 1.9, -0.7, -12
> COc1ccc(CCC(=O)c2ccc(OC)cc2)cc1
  -0.7, 0.6, 0.8, 34
> O=C1NNC(c2ccccc2)=N/C1=C\c1ccc(Cl)cc1
  -0.8, 1.6, 5.3, 16
> CCOC(=O)C1CCN(S(=O)(=O)c2ccc(-c3cc(C(F)(F)F)n(C)n3)s2)CC1
  -0.1, -2.5, -1.0, 10
> Nc1c(C(=O)c2ccccc2O)cnn1-c1ccc(S(=O)(=O)N2CCOCC2)cc1[N+](=O)[O-]
  -0.9, 1.4, -1.9, 8
> CCc1ccc(NC(=O)C[n+]2cc(-c3ccc(C)cc3)n3c2CCC3)cc1
  0.7, 3.0, 2.2, -5
> CC1C(=O)N(Cc2ccc([N+](=O)[O-])cc2)c2ccccc2N1C(=O)C1CC1 (stereo not drawn)
  -1.7, 1.4, -0.7, 106
> CCOc1ccc(CCNC(=O)COC(=O)c2cc(OC)c(OC)c(OC)c2)cc1OCC
  0.9, 1.8, 1.9, 8
> CCCCCCCCOC(=O)c1c(CSC(=N)N)n(C)c2cc(Br)c(OC(C)=O)cc12
  0.2, 6.0, 2.3, 8
> CCN1C(=O)C(CC(=O)Nc2ccc(OC)cc2)N(Cc2ccc(OC)c(OC)c2)C1=S (stereo not drawn)
  -0.2, -0.8, 2.4, 12
> Cc1cccn2c(=O)c(/C=C(\C#N)S(=O)(=O)c3ccccc3)c(N3CCCCC3)nc12
  0.0, 0.7, 0.6, -7
> CCCOc1ccc(N2C(=O)CC(N(Cc3ccccc3)N=O)C2=O)cc1 (stereo not drawn)
  -1.2, -0.6, -1.6, 5
> Oc1c(C=NCc2ccc(F)cc2)[nH]c2ccc(Br)c(Cl)c12
  -1.6, 4.3, -0.9, 44
> O=C1NC(Cc2ccccc2)c2nc3ccc(F)cc3c(=O)n2-c2ccccc21 (stereo not drawn)
  -1.6, -1.1, -5.1, 10
> O=C(NNc1ccc(-c2csnn2)cc1)c1cc(Cl)cc(Cl)c1
  3.4, 3.2, 3.1, 283*
> C/C(=N\NC(=O)c1cccnc1)c1ccc(-c2ccccc2)cc1
  -1.0, -0.1, -0.5, -1
> Cc1cc(CNC(=O)[C@H]2C[C@@H]2[C@H](NP(=O)(c2ccccc2)c2ccccc2)c2ccccc2)nn1C
  -1.0, -1.4, 4.5, -4
> COc1ccc(CCn2c(-c3ccccc3)nc3c(c(=O)c4ccccc4n3C)c2=O)cc1
  0.3, 1.6, 1.4, -14
> NC(=S)Nc1cc(Cl)cc(Cl)c1
  -0.7, 2.3, 2.3, 7
> CCOC(=O)c1ccc(N2NC(=O)/C(=C/c3ccc(OC(=O)c4ccco4)c(OC)c3)C2=O)cc1
  0.7, 4.0, 3.5, 3
> O=[N+]([O-])c1cccc(-c2ccc(C(=S)N3CCN(c4ccccc4)CC3)o2)c1
  1.9, 0.3, 4.5, 0
> O=C(N1CCN(Cc2ccc3c(c2)OCO3)CC1)C12CC3CC(CC(C3)C1)C2
  -0.3, 1.4, 1.8, 29
> Cc1ccc(CC(=O)NCc2cccnc2)cc1
  -0.3, 0.7, -1.4, 52
> O=C(CNC(=O)c1ccccc1O)N/N=C/c1cc(Br)ccc1OC(=O)/C=C/c1ccco1
  -1.4, 5.0, -0.3, -10

# Some of the entries above, set out differently:
molecule	E coli growth	phage Ecoli inh	AddAB inh	Mot1-301 SUMO
COc1ccc(CCn2c(-c3ccccc3)nc3c(c(=O)c4ccccc4n3C)c2=O)cc1	0.3	1.6	1.4	-14
CCCN(CCC)c1nc2ccccc2nc1C(C#N)C(=O)OC(C)COC (stereo not drawn)	0.5	2.6	2.2	-1
O=C(N1CCN(Cc2ccc3c(c2)OCO3)CC1)C12CC3CC(CC(C3)C1)C2	-0.3	1.4	1.8	29
CCOc1ccc(CCNC(=O)COC(=O)c2cc(OC)c(OC)c(OC)c2)cc1OCC	0.9	1.8	1.9	8

# Other compounds follow.
# Second line of a record – E coli growth, phage Ecoli inh, AddAB inh, Mot1-301 SUMO
> COc1ccc(NC(NC(=O)c2cccnc2)C(Cl)(Cl)Cl)cc1 (stereo not drawn)
  0.6, 4.0, 1.6, 171
> CC(C)OC(=O)CSc1nnc(-c2ccccn2)n1N
  -1.0, 0.1, 0.3, 6
> CCc1nc2oc3ccccc3c(=O)c2c(=O)n1-c1ccc(C)cc1
  2.2, -1.1, 2.2, 8
> O=C(Nc1ncccn1)c1cccc(Cl)c1
  1.0, 3.5, 2.6, 4
> CCOC(=O)c1cnc(-c2ccc(C(F)(F)F)cn2)[nH]c1=O
  -4.3, -1.5, -2.0, -17
> Cc1cc(C)c2c(N)c(C(=O)N/N=C/c3cccs3)sc2n1
  1.3, 2.6, 4.5, -14
> O=C(NCCCN1CCCC1=O)c1ccc2c(=O)n(-c3ccc(F)cc3)c(=S)[nH]c2c1
  -0.5, -0.8, 1.1, 7
> CC(C)n1c(=O)[nH][nH]c1=S
  -2.2, 1.9, -1.7, 5
> COc1ccccc1N/C=C1/Sc2cc(Cl)ccc2NC1=O
  0.3, 3.6, 1.3, -2
> Cc1cccc(C(=O)Nc2ccc(C(=O)c3ccccc3)cc2)c1
  -1.5, 2.9, 2.1, -6
> CCOC(=O)COn1c(=O)c(-c2ccc(OC)c(OC)c2)[n+]([O-])c2ccccc21
  4.1, 4.7, -0.7, -44
> Cc1cccc(NC(=O)CSc2nnc(NC(=O)CN3CCCCC3)s2)c1
  -0.1, 4.7, 3.2, -17
> COc1ccc(NS(=O)(=O)c2ccc(-c3ccccn3)s2)cc1
  -0.3, 3.5, 2.3, -6
> COc1ccc(S(=O)(=O)C(C#N)c2nc3ccccc3nc2N2CCC(C)CC2)cc1 (stereo not drawn)
  -0.2, 1.6, 3.6, 20
> O=C(CC(NCCc1ccccc1)C(=O)O)Nc1ccc(O)cc1 (stereo not drawn)
  -0.3, 1.6, 1.1, 180
> Cc1nn(C)c2ncc(C(N)=O)c(Oc3ccc(Cl)cc3)c12
  -2.2, 0.6, 0.6, 9
> O=C(Nc1ccc(Cl)cc1C(=O)N1CCOCC1)c1cccc([N+](=O)[O-])c1
  0.6, 3.4, 2.5, 5
> CC[C@H](C)[C@@H]1NC(=O)c2cc([N+](=O)[O-])cc(I)c2SC[C@@H](C(N)=O)NC(=O)[C@H](CCCCN)NC1=O
  -0.2, 0.5, 0.3, 11
> CSc1nc2sc3c(c2c(=O)n1CC(C)C)CC(C)(C)OC3
  1.0, 0.9, -0.7, 3
> O=C(CN1CCC(C(=O)O)CC1)Nc1ccccc1Oc1ccccc1
  0.4, 0.1, 0.6, -10
> Cc1cc(Cl)nc(-n2nc(C)cc2C)n1
  -3.2, -2.3, -3.1, 43
> Nc1nc(SCC(=O)NCCc2ccccc2)[nH]c(=O)c1-c1ccccc1
  -3.1, 5.0, 0.2, 5
> COc1ccc(C2C(C(=O)NCCN3CCOCC3)c3ccccc3C(=O)N2C2CCCCC2)cc1 (stereo not drawn)
  0.5, 0.6, 1.9, -27
> CC1CCCN1CC#CC(O)(c1ccccc1)c1ccccc1 (stereo not drawn)
  1.3, 0.8, 5.6, 4
> CC(C)=CCN1CCN(Cc2cn[nH]c2C2CCCCC2)CC1CCO (stereo not drawn)
  -0.6, 2.3, 3.5, -7
> CNC(=O)c1c(C)nn(-c2ccc(F)c(Cl)c2)c1-c1cc(C)on1
  -1.1, -0.1, 1.3, 34
> Cc1nc2ccccc2c(=O)n1/N=C/c1cn[nH]c1-c1ccccc1
  1.9, -0.1, 0.2, -31
> CN(C)c1ccc2c3c(ccc(N(C)C)c13)C(=O)OC2
  -1.1, 2.5, 1.5, -3
> O=C1c2ccccc2S(=O)(=O)c2cc(N3CCC(C(=O)N4CCCCC4)CC3)ccc21
  1.2, 1.6, 2.9, 10
> Cn1c(SCC(=O)Nc2cc(Cl)cc(Cl)c2)nnc1-c1ccc2nonc2c1
  3.6, 2.2, 1.0, 5
> S=c1[nH]nc(-c2cccs2)n1C1CCCCC1
  -1.5, 2.6, 4.7, 0
> Cc1ccc2nc3n(c(=O)c2c1)-c1cc(Cl)ccc1C(=O)NC3Cc1ccc(O)cc1 (stereo not drawn)
  0.9, 2.5, 0.7, -10
> COC(=O)[C@H](Cc1ccccc1)NC(=O)NCCc1ccc(F)cc1
  -2.6, 1.1, 1.3, 7
> O=C(Nc1ccc(F)c(Cl)c1)C1CCCC1
  -0.1, 1.9, 3.4, 21
> CC(=O)c1cc2c(cc1NS(=O)(=O)c1ccccc1C)OCO2
  -2.9, 2.4, 3.6, 10
> COc1ccc(N(C)S(=O)(=O)c2cccc(C(=O)Nc3ccc(OC)nc3)c2)cc1
  0.7, 4.1, 5.9, -16
> CC(C)(C)OC(=O)N1CCCN(C(=O)Nc2ccc(C(F)(F)F)cc2)CC1
  -0.3, 4.4, 1.1, 0
> Cc1ccc(/C=C2\SC(=S)N(CCC(=O)NNC(=O)c3ccncc3)C2=O)cc1
  -1.3, 3.2, 1.8, -6
> Cn1c(=O)c2c(nc(Br)n2C/C=N/NC(N)=S)n(C)c1=O
  2.5, 3.1, 0.8, 9
> O=C(NCCNC(=O)c1cc(OCC(F)(F)F)ccc1OCC(F)(F)F)Nc1ccc(Cl)cc1
  -0.2, 4.1, 0.5, 13
> O=S(=O)(c1cccs1)N1CN(C2CCCC2)c2nc3ccccc3nc21
  -0.3, 1.7, 0.9, -8
> O=C(CN1N=C(c2ccccc2)CCC1=O)NCc1ccco1
  -1.2, 1.9, 2.5, 37
> O=S(=O)(Nc1cccc(-c2nnco2)c1)c1ccc(F)cc1F
  1.8, 1.3, 2.5, -1
> CCOc1ccc(NC(=O)c2nn(-c3ccc(OC)cc3OC)c(=O)c3ccccc23)cc1
  -2.6, 6.8, 3.3, -1
> COCCNC(=O)c1c(N)n(/N=C/c2ccc(F)cc2)c2nc3ccccc3nc12
  3.0, 3.6, 3.8, -3
> Cn1nc(C(=O)Nc2ccc(S(=O)(=O)NCc3ccco3)cc2)c2ccccc2c1=O
  0.8, 1.3, 0.9, -1
> COc1ccc(CN=Nc2cc(C)nc(NS(=O)(=O)c3ccccc3Cl)n2)cc1
  1.9, 5.5, 2.1, -5
> Cc1ccc2[nH]c3c(c2c1)CN(C(=O)CN1CCCCC1)CC3
  0.0, 1.0, 2.3, -9
> CCOC(=O)c1c(NC(=S)N2CCCCC2)sc2c1CCN(C(=O)OCC)C2
  -1.9, -0.1, -1.9, 11
> CCOC(=O)c1c(NC(=S)N2CCOCC2)sc2c1CCN(C(=O)OCC)C2
  -3.8, -1.6, -3.5, -4

# Some of the compounds tested; the hit share may differ from the screen's.
